cln2 rad14: NCI yeast anticancer drug screen, S. cerevisiae cln2 rad14 strain; growth inhibition, % at 50 µM; 78,000 compounds, 8.3% hits; AID 165;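 further: 0% = growth of vehicle-only cultures of the same strain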
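Compounds are applied to the cln2 rad14 yeast strain, and growth is then compared with that of vehicle-treated cultures to give inhibition.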
sgs1 mgt1: NCI yeast anticancer drug screen, S. cerevisiae sgs1 mgt1 strain. growth inhibition, % at 50 µM. 78,000 compounds, 10% hits;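 further: 0% = growth of vehicle-only cultures of the same strain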
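Percent growth inhibition was derived by comparing compound-exposed mutant yeast with vehicle-exposed cultures. The strain carries alterations in DNA damage repair.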
yeast rad50: NCI yeast anticancer drug screen, S. cerevisiae rad50 strain; growth inhibition, % at 50 µM; 79,000 compounds, 10% hits; AID 155;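 further: 0% = growth of vehicle-only cultures of the same strain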
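DNA repair mutant yeast, compound exposure, growth read-out; inhibition is taken relative to vehicle.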
mlh1 rad18: NCI yeast anticancer drug screen, S. cerevisiae mlh1 rad18 strain; % growth inhibition at 50 µM; 79,000 compounds, 11% hits; AID 175;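 further: 0% = growth of vehicle-only cultures of the same strain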
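Cells of a genetically altered yeast strain, deficient in DNA damage repair, were treated with compound. Their growth was then compared with that of vehicle-treated cultures to give inhibition.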
yeast bub3: NCI yeast anticancer drug screen, S. cerevisiae bub3 mutant strain. 78,000 compounds, 9.9% hits. AID 167. growth inhibition, % at 50 µM;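 further: 0% = growth of vehicle-only cultures of the same strain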
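Compounds were applied to a genetically altered yeast strain carrying a cell-cycle control defect. Growth inhibition was scored against vehicle-treated controls.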
mec2-1: NCI yeast anticancer drug screen, S. cerevisiae mec2-1 strain | % growth inhibition at 50 µM | 79,000 compounds, 9% hits | AID 157;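 further: 0% = growth of vehicle-only cultures of the same strain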
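Cells of the genetically defined mec2-1 yeast strain are incubated with test compound. Inhibition of growth is calculated against vehicle-treated controls.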
Starred values were filed as active, the others as inactive. No stated cut-off is given here; in the data, active means growth inhibition above about 70%; inactive means the rest. Outcome played no part in choosing rows; overall some 14% were active at least once.

entry	SMILES	cln2 rad14	sgs1 mgt1	yeast rad50	mlh1 rad18	yeast bub3	mec2-1
1	CSC(=S)N/N=C/c1ccccc1	49	75*	95*	90*	90*	76*
2	OCC1C=CCC1 (stereo not drawn)	43	2	1	18	4	2
3	CN(C)c1ncnc2c1cnn2-c1ccc(Cl)cc1	-37	-9	-6	-8	-1	-6
4	COC(=O)c1ccc(CSc2ccccc2NC(=S)Nc2cccc(SC)c2)o1	6	-19	-15	-27	-32	-39
5	CN(C)C=C1C(Cl)=C(C=O)CC(C=O)=C1Cl	40	64	12	89*	18	23
6	Nc1ccc(C(=O)Nc2ccc(C(=O)Nc3ccc4c(O)cc(S(=O)(=O)O)cc4c3)cc2)cc1	-34	-5	-6	13	-5	-7
7	CCC(=O)C(=O)C1CCCCC1=O (stereo not drawn)	-9	-2	-2	0	-18	-4
8	COc1c(NC(C)=O)cc2c(c1C)OC(C)(C)C=C2	13	12	1	4	9	-4
9	Cc1ccccc1NC(=O)c1ccc(Cl)cc1	-31	-13	-14	-3	6	-9
10	CCCCCCCCCCCCCCCCCC(=O)Nc1ccn(C2CCC(COP(=O)(O)O)O2)c(=O)n1 (stereo not drawn)	8	11	65	-24	18	44
11	CCOC(=O)CNc1ccccc1[N+](=O)[O-]	12	-5	-2	-4	13	6
12	O=C(O)c1c[nH]c2cc(OCCOc3ccc4ccccc4c3)ccc2c1=O	36	18	41	31	34	28
13	O=C1c2cc3c(cc2CC12Cc1ccc4c(c1C2=O)CCC4)CCC3 (stereo not drawn)	-19	-3	-70	-37	12	-44
14	COC1/C=C/O[C@@]2(C)Oc3c(C)c(O)c4c(O)c(cc(O)c4c3C2=O)NC(=O)/C(C)=C\C=C\[C@H](C)C(O)[C@@H](C)[C@@H](O)[C@@H](C)[C@H](OC(C)=O)[C@@H]1C (stereo partly drawn)	43	-6	29	36	-16	-16
15	CC(=O)c1cc2c(cc1C)C(C)(C)CCC2	-48	3	8	13	-16	14
16	O=C1c2ccccc2-c2n[nH]c3cccc1c23	39	78*	69	81*	66	54
17	COc1ccc(OC)c(C(c2cc(OC)ccc2OC)C(Cl)(Cl)Cl)c1	-6	-5	0	15	-6	-13
18	O=C(Oc1ccccc1Cl)c1ccc(Cl)cc1Cl	-49	25	2	48	43	33
19	CCc1cc2c([nH]c3ccccc32)c(C)c1CCN(C)C	-15	1	35	70	13	4
20	C=C1C[C@]23CC[C@@H]4C(CO)(CO)CC(=O)C[C@]4(C)[C@@H]2CC[C@H]1C3	14	36	40	51	41	21

Values by screen from above:
Entries 3–6 in mlh1 rad18: -8, -27, 89*, 13
Entries 3–6 in sgs1 mgt1: -9, -19, 64, -5
Entries 3–6 in mec2-1: -6, -39, 23, -7

(next part)
entry	SMILES	cln2 rad14	sgs1 mgt1	yeast rad50	mlh1 rad18	yeast bub3	mec2-1
21	O=S1c2ccccc2N=C(c2cccs2)CC1c1ccccc1O (stereo not drawn)	5	4	-21	-4	-5	-39
22	C1CSCCCSCCCSCCCSCCCSCCCSCCCSCCCSC1	11	-9	6	15	-10	-1
23	CN(C)c1ccc(/C=C2/SC(=S)NC2=O)cc1	3	14	-3	-8	0	-33
24	O=[N+]([O-])c1cc(Br)c2ccccc2c1	2	6	7	15	18	5
25	O=c1oc2cc(O)ccc2cc1-c1nc2ccccc2o1	14	-31	-2	-4	3	-11
26	CCOC(=O)c1cnc2cc3c(cc2c1N=[N+]=[N-])OCO3	17	16	11	23	-10	-13
27	[Zn+2].c1ccc(-c2c3nc(c(-c4ccccc4)c4[n-]c(c(-c5ccccc5)c5nc(c(-c6ccccc6)c6[n-]c2c2ccccc62)-c2ccccc2-5)c2ccccc42)-c2ccccc2-3)cc1	-7	-33	-38	-37	-24	-36
28	CC(C)S1=C2C(=O)CC(C)(C)CC2=Nc2ccccc21 (stereo not drawn)	-1	3	8	-28	16	-1
29	O=C(COC(=O)C(c1ccccc1)c1ccccc1)c1ccc(Br)cc1	11	-4	46	21	88*	11
30	CC(C)=CCc1ccccc1O	-1	-18	-8	-2	-8	-27
31	COC(=O)C1CCC(=O)N1C(c1ccccc1)c1ccc(OC)c(OC)c1 (stereo not drawn)	10	-34	-24	-3	-13	-13
32	Cc1nc(N)nc(-c2ccccc2)c1N=Nc1ccc(Cl)cc1Cl	-21	6	6	10	-11	3
33	Nc1ncncc1-c1cccc2ccccc12	-35	-3	6	4	-19	-2
34	CCCC(c1ccc(O)cc1)c1ccc(O)cc1	99*	99*	100*	100*	99*	100*
35	O=[N+]([O-])c1cccc(S(=O)(=O)OCCCCOS(=O)(=O)c2cccc([N+](=O)[O-])c2)c1	-30	20	10	-9	-1	8
36	O=C1NC2(CCN(CCc3ccccc3)CC2)Oc2ccccc21	18	16	29	11	12	-10
37	COc1ccc(NC(=O)CCC(=O)CC(=O)c2ccncc2)cc1	41	-6	4	-15	3	-9
38	O=C1C2CSCN2C(=O)CN1CCN1CCOCC1 (stereo not drawn)	3	-8	6	-34	-18	-24
39	CC(=O)OC[C@@H](COC(=O)/C=C/c1ccc(O)cc1)OC1OC(CO)C(O)C(O)C1O (stereo partly drawn)	2	-22	-1	-2	-17	-37
40	CCOC(OCC)C(N)=O	11	-2	3	3	-6	-12
41	NC(=O)NNCc1ccccc1	-17	-27	-9	-54	-6	0
42	CC(COc1ccccc1)OC=O (stereo not drawn)	-24	8	11	9	-14	-3
43	O=C(O)C(Cc1c[nH]c2ccccc12)C(=O)NO (stereo not drawn)	16	8	-1	-32	-25	-33
44	CCC(=O)n1c(=O)n(-c2ccc([N+](=O)[O-])cc2)c(=O)n1C(=O)CC	13	-26	-28	-55	-17	-27
45	OC(c1cc(-c2ccc(Cl)c(Cl)c2)nc2ccccc12)C1CCCCN1 (stereo not drawn)	-14	10	38	88*	66	33
46	Cc1ccccc1C(=O)OCCBr	-27	4	10	3	8	-6
47	CC(=O)CC(C)=NCCN=C(C)CC(C)=O.[Cu]	84*	76*	86*	82*	72*	64
48	Cc1onc(-c2ccccc2)c1NC(=O)OC(C)c1cccnc1 (stereo not drawn)	5	4	-6	4	18	-23
49	COC(=O)C1=CO[C@@H](OC2OC(CO)C(O)C(O)C2O)[C@@H]2[C@H](C)[C@@H](O)[C@@H](O)[C@]12O (stereo partly drawn)	18	12	20	-80	11	25
50	N#CC(c1ccccc1)C(CC(=O)c1ccccc1)c1ccccc1 (stereo not drawn)	6	4	9	5	20	16
51	O=C(c1ccc2ccccc2c1)C1S(=O)(=O)OCCOS1(=O)=O	-10	-16	-20	-36	-1	-10
52	CN1C(=O)C(O)CC1c1cccc(F)c1 (stereo not drawn)	3	-6	10	-48	-5	1
53	CC(C)CC(N)C(=O)NNc1ccccc1 (stereo not drawn)	94*	89*	97*	98*	98*	84*
54	Cc1nc(N)nc(C)c1N=Nc1cccc(Cl)c1Cl	-11	5	3	-3	-1	0
55	CCC(=O)N1C(=O)C(C)C23c4ccccc4C(=O)N2CCCN13 (stereo not drawn)	11	-2	4	16	2	-13
56	N#Cc1c2c(c(Cl)n3c1nc1ccccc13)CCCC2	-10	-19	-22	-23	-25	-34
57	NC(Cc1ccccc1F)C(=O)O (stereo not drawn)	14	5	6	11	5	-19
58	O=C(O)CC(O)C(F)(F)F (stereo not drawn)	9	2	17	26	5	0
59	CC1CCC(C(C)(C)C)C(O)C1 (stereo not drawn)	-6	3	2	-2	2	-2
60	O=C(/C=C/c1ccc(OCCCCCCCCCCOc2ccc(/C=C/C(=O)c3ccc(Cl)cc3)cc2)cc1)c1ccc(Cl)cc1	16	-15	5	16	22	-1

Record cards, as listed above:
NC(Cc1ccccc1F)C(=O)O (stereo not drawn) as listed: cln2 rad14 = 14; sgs1 mgt1 = 5; yeast rad50 = 6; mlh1 rad18 = 11; yeast bub3 = 5; mec2-1 = -19
NC(=O)NNCc1ccccc1 as listed: cln2 rad14 = -17; sgs1 mgt1 = -27; yeast rad50 = -9; mlh1 rad18 = -54; yeast bub3 = -6; mec2-1 = 0

(continued)
entry	SMILES	cln2 rad14	sgs1 mgt1	yeast rad50	mlh1 rad18	yeast bub3	mec2-1
61	CCC(c1ccco1)C(C#N)C(=O)OC(C)(C)C (stereo not drawn)	-6	-1	-12	-28	-16	-22
62	CC(C)C1(C(C)C)OCC(CO)O1 (stereo not drawn)	-60	-8	10	-9	16	-8
63	CN(C)C(=O)Sc1cccc([N+](=O)[O-])c1	-38	-22	10	-26	10	-15
64	CC(C)(CCl)c1ccc(C(C)(C)CCl)cc1	-10	7	16	18	19	-2
65	CC1(C)c2ccccc2-c2nc3ccccc3nc2C1O (stereo not drawn)	-14	-8	5	-10	2	19
66	COc1cc(Nc2ccc3c(c2)CCC3)nc(OC)n1	-4	17	2	-22	14	-16
67	CC(C)CCCC(C)C1CCC2C3CC=C4CC(OC(=O)CCl)CCC4(C)C3CCC12C (stereo not drawn)	5	-8	-9	-12	-4	-25
68	CC(=O)OCC1OC(n2c(S)c(C#N)c(-c3ccccc3)c(C#N)c2=O)C(OC(C)=O)C(OC(C)=O)C1OC(C)=O (stereo not drawn)	-7	-17	22	-37	-21	8
69	CCCCCCCCCCCCCCCc1c(NC(C)(CC(C)(C)O)[P+](=O)O)c(=O)n(C)n1C (stereo not drawn)	-25	-31	-52	-33	-34	-31
70	Cc1ccc[n+](Cc2ccc3ccccc3n2)c1	-17	9	8	1	-6	-3
71	Cc1ccc(NC(=O)Nc2cccnc2)cc1NC(=O)Nc1cccnc1	25	22	25	19	18	-5
72	NNC(=S)N/N=C(\c1nc2ccc(Cl)cc2[nH]c1=O)C(O)c1ccc(Cl)cc1Cl (stereo not drawn)	3	16	24	-11	-8	-21
73	CC1C(O)C(O)CC2C1(C)CCC1C2(C)CCC2(C)C3CC(C)(C)CCC3(C)CCC12C (stereo not drawn)	-3	8	-2	1	4	-2
74	C/C(=N/NC(=S)Nc1cccc(Cl)c1)c1ccccn1	88*	87*	79*	90*	90*	87*
75	CN1CCOC(C(NC(=O)c2ccccc2)c2ccccc2)C1=O (stereo not drawn)	-32	-26	-13	-6	-29	-4
76	O=C(Nn1c(-c2ccccc2)nc2ccccc2c1=O)c1ccccn1	6	-2	-26	-9	-7	-8
77	O=C1OC2=C(CCCCC2)C(N2CCCCC2)C12SCCCS2 (stereo not drawn)	-17	-5	-8	-15	-3	-6
78	CN(C)CCC(=O)C(=Cc1cc(Cl)cc(Cl)c1)C(=O)CCN(C)C	41	85*	96*	98*	98*	99*
79	O=S1CCCS(=O)C1c1ccccc1 (stereo not drawn)	-24	11	-5	-20	0	8
80	Cc1cc2nnc(-c3ccc(C#N)cc3)n2c2nnnn12	-11	-1	-10	8	17	-1

Next section (two carried over from the part before).
entry	SMILES	cln2 rad14	sgs1 mgt1	yeast rad50	mlh1 rad18	yeast bub3	mec2-1
79	O=S1CCCS(=O)C1c1ccccc1 (stereo not drawn)	-24	11	-5	-20	0	8
80	Cc1cc2nnc(-c3ccc(C#N)cc3)n2c2nnnn12	-11	-1	-10	8	17	-1
81	CC(C)CCN(CCC(C)C)C(=S)Nc1ccccc1	91*	87*	93*	92*	92*	89*
82	Cc1ccc(N2C(=O)ON(c3ccccc3)C2c2ccccc2)cc1 (stereo not drawn)	6	-4	4	-16	12	-6
83	CC(=Nc1ccc(Cl)cc1)c1ccncc1	-6	-15	-32	-2	1	-14
84	COC(=O)CC1(C(=O)OC)Oc2ccc(Br)cc2C(=O)N1c1cccc(Cl)c1Cl (stereo not drawn)	41	46	52	54	53	14
85	O=[N+]([O-])c1ccc(N=P(c2ccccc2)(c2ccccc2)c2ccccc2)n2nnnc12	-10	-5	1	-7	-15	-28
86	O=C(O)CN1C(=O)/C(=C\c2ccc3ccccc3n2)SC1=S	-14	3	2	21	0	19
87	C#CCN1CCN(C(=S)N/N=C(\C)c2ccccn2)CC1	99*	99*	100*	99*	99*	100*
88	O=C(Nc1ccc(Cl)cc1[N+](=O)[O-])c1ccc2ccccc2c1O	-11	-10	-18	-29	-7	20
89	CC/C(CC(=O)CCC(=O)Nc1ccc(C)c(C)c1)=N\NC(=O)c1cc2ccccc2cc1O	-5	-13	45	34	45	23
90	CC[N+](C)(CC)C(Cc1ccccc1)c1ccccc1 (stereo not drawn)	23	25	1	4	-6	9
91	CCOC(=O)c1cccc(Cl)c1C(=O)OCC	-2	-7	-17	-10	10	4
92	O=C(N/N=C/c1ccccc1[O-])c1ccccc1O.O=C(N/N=C/c1ccccc1[O-])c1ccccc1O.[Fe+2]	19	-2	6	10	-20	-10
93	O=C(c1ccccc1Cl)n1oc2ccccc2c1=O	8	11	4	14	7	4

Screens deposited in PubChem BioAssay by NCI.
